G6PDH counter: counter-screen for G6PDH assay hits: L. mesenteroides G6PDH inhibition; Purified L. mesenteroides G6PDH, diaphorase/resazurin coupled fluorescence, 45 min; inhibition, % at 5 µM; hit rate 0.12% among 200,000; AID 1020; in the data active means inhibition above about 50%
Diaphorase inh: inhibits diaphorase or chemically oxidizes, flagging diaphorase assay artifacts. diaphorase resazurin-to-resorufin fluorescence, NADH, 16 min; bacterial (C. kluyveri) enzyme, not human. inhibition, % at 20 µM. hit rate 0.69% among 190,000. AID 1217;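 active means primary screen inhibition at 20 µM above a set limit, cut at about 50% in these data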;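 further: plate controls were DMSO with full reaction for no effect and wells lacking NADH for full effect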
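Detection: fluorescence of resorufin formed from resazurin, Ex 544/Em 590 nm; test system: Clostridium kluyveri diaphorase enzyme; amount: 0.14 U/mL diaphorase, enzyme working solution; times: 16-min room-temperature incubation before reading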
Diaphorase act: counter-screen for diaphorase-based assays: diaphorase activators and chemical reducers | Diaphorase/resazurin coupled assay, resorufin fluorescence, 16 min; active compounds read high; 1 = vehicle wells, 0 = NADH-free wells | AID 1229 | hit rate 0.005% among 190,000 | activation factor at 20 µM;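 active means diaphorase activity raised at least twofold by the compound at 20 µM; inactive means activation factor below 2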
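Material: Clostridium kluyveri diaphorase, purified enzyme; Quantity: enzyme 0.07 U/mL final; Medium: HEPES pH 7.4 buffer with MgCl2 and Tween 20; Dosing: single compound dose of 20 µM, 1% DMSO final; Schedule: 16 min reaction at room temperature; Measured by: red resorufin fluorescence at 544/590 nm excitation/emission.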
APP 5'UTR act: activates APP 5'UTR luciferase reporter; activation, % at 2 µM; hit rate 1% among 190,000; SH-SY5Y APP 5'UTR luciferase reporter, luminescence; zero percent = DMSO vehicle wells;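 active means activation above a set limit, based on mean plus 3 SD of controls, cut at about 140% in these data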; further: values of inactives mirror those of a sister screen read the other way
STAT1 activator: activators of IFN-gamma induced STAT1 signaling. activation (% of control), % at 5.5 µM. hit rate 2.6% among 200,000. NIH 3T3 STAT1-luciferase reporter, luminescence; 100% = IFN-gamma alone, no compound. AID 932;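 active means activation above the screen-wide mean activation plus 3 SD, cut at about 130% in these data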;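 further: raw ratio to IFN-gamma control signal so 100% means no change and 0% no light; values of inactives mirror those of a sister screen read the other way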
NF-kB expr up: NF-kB expression increase, human neuronal cells | NF-kB reporter expression; active compounds read high | fold change at 12.5 µM | hit rate 1.6% among 190,000 | AID 1239; in the data active means fold change above about 3.3
TLR4 MyD88 comp: inhibitors of human TLR4-MyD88 binding | O00206+Q99836 | HeLa CL3-4 TLR4/MyD88 BLA complementation, FRET ratio | inhibition, % at 8.4 µM | hit rate 0.18% among 200,000 | AID 861; in the data active means inhibition above about 25%;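 further: 0% = vehicle and 100% = reference inhibitor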
APP 5UTR inh: APP translation inhibition | SH-SY5Y APP 5'UTR-luciferase reporter, luminescence | hit rate 0.82% among 190,000 | inhibition, % at 2 µM | AID 1285;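 active means inhibition above a set limit, derived from the sample mean plus 3 SD, cut at about 45% in these data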; further: values of inactives mirror those of a sister screen read the other way
FLuc inhib CS: inhibits firefly luciferase, flagging false hits in luciferase inhibition screens | P08659 | hit rate 1.5% among 200,000 | inhibition, % at 10 µM | AID 1006 | ATPLite firefly luciferase biochemical luminescence, 10 min;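 active means inhibition above about 50% when tested at 10 µM, limit read from the data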
Target sequence (P08659 whole entry, looked up): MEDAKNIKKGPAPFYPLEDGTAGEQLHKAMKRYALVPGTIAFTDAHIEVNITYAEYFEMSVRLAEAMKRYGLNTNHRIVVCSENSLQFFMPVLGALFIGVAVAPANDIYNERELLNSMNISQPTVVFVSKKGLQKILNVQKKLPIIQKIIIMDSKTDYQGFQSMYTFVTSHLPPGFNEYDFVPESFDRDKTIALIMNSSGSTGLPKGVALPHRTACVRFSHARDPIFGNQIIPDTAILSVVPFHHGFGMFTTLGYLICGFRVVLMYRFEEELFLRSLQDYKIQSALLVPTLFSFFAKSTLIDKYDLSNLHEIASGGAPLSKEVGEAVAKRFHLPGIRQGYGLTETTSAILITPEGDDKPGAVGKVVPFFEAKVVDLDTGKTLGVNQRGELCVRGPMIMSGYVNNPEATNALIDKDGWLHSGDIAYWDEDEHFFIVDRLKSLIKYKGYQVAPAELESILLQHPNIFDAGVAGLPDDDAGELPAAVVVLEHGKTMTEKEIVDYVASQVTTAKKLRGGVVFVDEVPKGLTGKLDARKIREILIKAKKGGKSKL
FLuc stim CS: firefly luciferase counter-screen for stimulation assays | activation factor at 10 µM | ATPlite luciferase biochemical, luminescence, 10 min; 0 = ATP-free wells, 1 = DMSO control | 200,000 tested, under 10 active | AID 1027 | P08659;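 active means luciferase activation factor, scaled between plate controls, of at least 2 with compound at 10 µM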
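System: Luciferase/luciferin detection reagent, cell-free biochemical luciferase assay | Medium: PBS buffer for ATP | Dosing: Test compounds dosed from 2 mM stocks in 100% DMSO | Timing: 10 min at ambient temperature | Signal: Luminescence measurement of luciferase light output | Evaluation: Luciferase activation, seen as luminescence increase over controls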
The depositor's hits bear a star; . = not tested or not shown; & = joins results of further samples.

SMILES	G6PDH counter	Diaphorase inh	Diaphorase act	APP 5'UTR act	STAT1 activator	NF-kB expr up	TLR4 MyD88 comp	APP 5UTR inh	FLuc inhib CS	FLuc stim CS
CC1CCCN(CCOCCSc2ccccc2)C1 (centres undefined)	1	22	0.8	13	92	1.1	-5	-13	-6	1.1
Cn1c(CN2CCCCC2)nc2cc(NC(=O)c3cccc(Br)c3)ccc21	8	-2	1	23	100	1.1	10	-23	-3	1
COc1ccc(C(=O)N2CC3(C)CC2CC(C)(C)C3)cc1OC (centres undefined)	8	6	0.9	8	104	1	6	-8	-1	1
CCC1(CC)NC(=S)N(Nc2ccccc2)C1=O	-1	1	1	6	101	0.94	6	-6	0	1
COCCNC(=O)c1cccc(C)c1[N+](=O)[O-]	10	10	0.9	-5	102	1.1	6	5	-2	1
CC(=O)c1cccc(NC(=O)NC2CC3CCCC(C2)N3CC(C)C)c1 (centres undefined)	0	3	1	5	97	2	5	-5	-2	1
Cc1cccc(C)c1NS(=O)(=O)c1ccc2c(c1)C(=O)c1ccccc1C2=O	-1	14	0.9	.	110	1.3	-12	.	-3	1
O=C(CSCc1cc(=O)[nH][nH]1)Nc1ccc(F)cc1	-3	12	0.9	22	113	1.1	3	-22	-4	1
Cc1cc(C)c2c(=O)[nH]c(SCC(=O)c3ccc(C(C)C)cc3)nc2n1	2	22	0.8	-4	104	1.6	7	4	-5	1.1
Cc1cccc(NC(=S)N(Cc2cccc(Br)c2)CC2CCC(C(=O)O)CC2)c1 (centres undefined)	2	19	0.8	-5	87	1.4	-5	5	-4	1
Cc1ccc(-c2nc(CSc3nc4ccccc4c(=O)n3CCO)cs2)cc1	-1	22	0.8	2	100	2	2	-2	-5	1
Cc1cc(C)c2c(CN3CCN(C/C=C/c4ccccc4)CC3)cc(=O)oc2c1	-5	11	0.9	7	93	1	11	-7	0	1
O=C(Nc1ccccc1)C1=C[C@H](C2CC2)C[C@H](OCCCCO)O1	9	2	1	30	119	1.1	-3	-30	3	1
COc1cc2c(cc1OC)C(=O)Cc1ccc3c(c1CN(C)CC2)OCO3	4	12	0.9	-1	104	1.1	-5	1	-5	1
O=C(CN1CCN(c2ncccn2)CC1)N1CCCC1	10	22	0.8	14	104	0.96	-22	-14	-1	1
CCOC(=O)C(NC(C)=O)(Nc1ccc(S(=O)(=O)Nc2ccncn2)cc1)C(F)(F)F (centres undefined)	12	7	0.9	-3	106	1.1	-2	3	-9	1.1
S=c1[nH]nc(COc2ccc(Cl)cc2)n1Cc1ccco1	0	27	0.7	5	120	1.4	-7	-5	-5	1
Cc1cc(C(=O)CSc2nnc(-c3cccnc3)n2-c2ccccc2F)c(C)n1C	.	.	.	7&-26	97	0.73	3	-7&26	.	.
CCOc1c2ccc(C(=O)NCCCCc3ccccc3)cc2nn1CC	8	18	0.8	4	96	0.88	-2	-4	1	1
COCc1ccc([C@@H]2C[C@H]3CN(Cc4cccnc4)C(=O)[C@]34CCCN24)o1	9	18	0.8	1	94	1	-8	-1	-6	1.1
CCCCNC(=O)CCn1c(=S)[nH]c2cc3c(cc2c1=O)OCO3	4	6	0.9	21	104	1.1	11	-21	-5	1.1
CCOC(=O)CSc1nnc(CNC(=O)c2ccc([N+](=O)[O-])cc2)n1C	1	6	0.9	1	94	.	-1	-1	25	0.8
CCn1c(SCC(=O)Nc2cc(C)on2)nnc1-c1ccccc1	8	10	0.9	2	91	1.1	5	-2	0	1
C=CCn1c(SCC(=O)c2ccc(F)cc2)nnc1-c1ccc2c(c1)OCO2	-2	2	1	21	91	1.1	-7	-21	-1	1
Cc1nn(C)c(C(=O)NNC(=S)NCC(C)C)c1Cl	1	-5	1.1	0	90	1.1	-14	0	-11	1.1
Cc1sc2nc(C3CC3)nc(SCC(=O)NCc3ccco3)c2c1C	6	16	0.8	-7	106	1.2	-6	7	1	1
O=C(CNC(=O)C1CCCCC1)Nc1ccccc1	5	0	1	-12	92	0.96	-7	12	-4	1
NS(=O)(=O)c1ccc(NC(=O)C2CCCO2)cc1 (centres undefined)	0	18	0.8	0	98	1	-5	0	-4	1
OC(COc1ccc2ccccc2c1Cl)CN1CCOCC1 (centres undefined)	0	21	0.8	40	134*	2.1	7	-40	-4	1
CC1CC(C)CN(C(=O)CSc2nc3ccsc3c(=O)n2Cc2ccccn2)C1 (centres undefined)	2	25	0.7	25	101	1.2	-14	-25	-8	1.1
CCN(CC)S(=O)(=O)c1cc(C(=O)OCC(=O)Nc2c(F)cccc2F)ccc1F	7	6	0.9	-14	84	1.2	-5	14	1	1
CC(C(=O)Nc1ccccc1Sc1ccccc1)N(c1ccccc1)S(C)(=O)=O (centres undefined)	3	22	0.8	2	103	0.74	-4	-2	-9	1.1
COc1ccc(Cc2nc(-c3ccccn3)no2)cc1	-2	16	0.8	44	121	1.8	5	-44	12	0.9
CN(Cc1ccccc1)c1ccc(C(=O)O)cc1[N+](=O)[O-]	3	2	1	-16	95	1	-7	16	-6	1.1
O=C(NC1CC1)c1c[nH]c2ccc(S(=O)(=O)Nc3cccc(C(F)(F)F)c3)cc2c1=O	-1	16	0.8	.	99	0.99	-8	.	-1	1
Cc1nn(CCCC(=O)Nc2sc3c(c2C#N)CCC3)c(C)c1[N+](=O)[O-]	2	8	0.9	26	88	1.2	-8	-26	-3	1

Sorted by value in APP 5UTR inh (high to low): 3 from the list above
SMILES | Diaphorase inh | APP 5'UTR act | STAT1 activator | NF-kB expr up | TLR4 MyD88 comp | APP 5UTR inh | FLuc inhib CS
Cc1sc2nc(C3CC3)nc(SCC(=O)NCc3ccco3)c2c1C | 16 | -7 | 106 | 1.2 | -6 | 7 | 1
Cc1nn(C)c(C(=O)NNC(=S)NCC(C)C)c1Cl | -5 | 0 | 90 | 1.1 | -14 | 0 | -11
Cc1nn(CCCC(=O)Nc2sc3c(c2C#N)CCC3)c(C)c1[N+](=O)[O-] | 8 | 26 | 88 | 1.2 | -8 | -26 | -3

More records.
SMILES	G6PDH counter	Diaphorase inh	Diaphorase act	APP 5'UTR act	STAT1 activator	NF-kB expr up	TLR4 MyD88 comp	APP 5UTR inh	FLuc inhib CS	FLuc stim CS
Cc1[nH]c(=O)[nH]c(=O)c1S(=O)(=O)Nc1ccc(Oc2ccccc2)cc1	12	-25	1.2	-5	92	1	-1	5	-1	1
CCc1cc2c(=O)nc3n(c2s1)Cc1ccccc1/C3=C(/O)c1ccc(F)cc1	19	20	0.8	-9	113	1.3	-5	10	-6	1.1
COc1ccccc1-c1nc2ccccc2c(=O)n1NC(=O)c1cccs1	3	14	0.9	5	102	1	2	-5	-4	1
Cc1cccc(-n2nnc(C(=O)NCc3ccco3)c2N)c1	6	6	0.9	9	106	1.5	15	-9	-9	1.1
O=C(CCn1c(=O)oc2ccccc21)NC1=NCCS1	2	7	0.9	-18	101	0.88	-3	18	-5	1.1
CCN(CCCNC(=O)C1CCN(S(=O)(=O)c2cnc[nH]2)CC1)c1ccccc1	4	17	0.8	11	103	1.1	1	-11	-9	1.1
O=S(=O)(/N=C(/Nc1ccccc1)c1ccccc1)c1cccs1	3	13	0.9	3	94	0.94	-9	-3	-3	1
CCOC(=O)c1c(NC(=O)c2ccc(N3C(=O)C4C5C=CC(C5)C4C3=O)cc2)sc2c1CCCC2 (centres undefined)	5	22	0.8	-2	90	0.66	2	2	-10	1.1
NC(=O)CN(c1ccc([N+](=O)[O-])cc1)S(=O)(=O)c1ccccc1	19	.	.	3	95	1.1	-20	-3	-8	1.1
COc1ccc(-c2nnnn2C)cc1S(=O)(=O)NCCc1ccccc1	10	3	1	3	103	0.97	5	-3	-1	1
COc1ccc(NC2=NC3(CCCCC3)N=C(N)N2)cc1	4	-5	1.1	7	97	1.1	-7	-7	0	1
CC(C)c1ccc(Nc2nnc(SCC(=O)Nc3ncc(S(=O)(=O)c4ccc([N+](=O)[O-])cc4)s3)s2)cc1	3	-6	1.1	64	95	1.1	-14	-64	73*	0.3

Brought forward from above: 2 entries; new compounds follow.
SMILES	G6PDH counter	Diaphorase inh	Diaphorase act	APP 5'UTR act	STAT1 activator	NF-kB expr up	TLR4 MyD88 comp	APP 5UTR inh	FLuc inhib CS	FLuc stim CS
COc1ccc(NC2=NC3(CCCCC3)N=C(N)N2)cc1	4	-5	1.1	7	97	1.1	-7	-7	0	1
CC(C)c1ccc(Nc2nnc(SCC(=O)Nc3ncc(S(=O)(=O)c4ccc([N+](=O)[O-])cc4)s3)s2)cc1	3	-6	1.1	64	95	1.1	-14	-64	73*	0.3
COC(=O)c1ccccc1NC(=O)CN1CCC(n2nnc3cc(C(F)(F)F)ccc32)CC1	4	10	0.9	-6	93	1.2	-13	6	4	1
Cc1cc2ncn(C(=O)c3c(-c4c(Cl)cccc4Cl)noc3C)c2cc1C	10	16	0.8	-20	103	1.1	-2	20	-7	1.1
C=CCn1c(C2CC(=O)N(c3ccc(C)cc3)C2)nc2ccccc21 (centres undefined)	-8	14	0.9	-19	105	0.99	1	20	-4	1
C=CCSc1nc(N)c(C(=O)Nc2ccccc2OC)cc1C(=O)Nc1ccccc1	14	14	0.9	0	106	0.88	9	0	-8	1.1
CCCN(CCC)CCNC(=O)C1CCCN(S(=O)(=O)c2ccc3c(c2)oc(=O)n3C)C1 (centres undefined)	7	-2	1	-9	104	1.1	0	9	-4	1
COc1ccccc1NC(=S)N1CCN(C(=O)C2CCCO2)CC1 (centres undefined)	2	29	0.7	5	101	1.1	5	-5	-4	1
O=S(=O)(Nc1cc(Cl)ccc1N1CCCCC1)c1cccs1	-20	20	0.8	8	91	1.2	-1	-8	0	1
COc1ccc(-c2nc3ccccc3c(C(=O)Nc3ccc(S(=O)(=O)Nc4cc(C)on4)cc3)c2C)cc1	1	8	0.9	-8	105	1	5	8	0	1
COc1ccc(S(=O)(=O)NC(Cc2cnc[nH]2)C(=O)O)cc1 (centres undefined)	11	7	0.9	9	101	1.1	-4	-9	-2	1
COc1cc(C2C(C(=O)c3ccco3)=C(O)C(=O)N2CCc2ccccc2)ccc1O (centres undefined)	6	23	0.8	5	105	1.3	-2	-5	-7	1.1
COc1ccc(CCNC(=O)CC2SC(=NCc3ccccc3OC)NC2=O)cc1 (centres undefined)	6	8	0.9	2	97	0.89	-3	-2	-3	1
CSc1ccccc1NC(=O)c1cc(CC(C)C)on1	13	12	0.9	36	111	2.3	1	-36	10	0.9
COc1ccc(CNCC(O)(c2ccccc2)c2ccc(Cl)cc2)cc1 (centres undefined)	-18	17	0.8	.	91	1.1	-4	.	-3	1
O=C1CCCN1CCCNC(=S)Nc1ccc(Cl)cc1Cl	4	4	1	15	108	1	-1	-15	-5	1.1
O=C(Nc1cnc2ccccn2c1=O)c1ccc(Cl)cc1	5	3	1	19	130*	2.4	5	-19	6	0.9
O=C(c1cc(-c2ccc(F)cc2)on1)N1CCCC1	2	-1	1	80	121	3.5*	-9	-80	64*	0.4
COc1ccc(N2CCN(Cc3cc(=O)oc4ccc5ccccc5c34)CC2)cc1	6	36	0.6	-3	99	1.1	-11	3	-5	1
